# PrPC surface inh: inhibitors of human cell surface prion protein PrPC; P04156; inhibition, % at 13.8 µM; actives 0.43% (n = 370,000); TR-FRET read-out; in the data active = inhibition above about 24%; note: 0% = median of the test wells and 100% = reference compound wells
# PfHsp40 yeast: restores yeast growth despite PfHsp40 toxicity | S. cerevisiae expressing PfHsp40, growth rescue, ATP luminescence | growth rescue, % at 12.5 µM | actives 0.68% (n = 340,000) | AID 504582; in the data active = growth rescue above about 28%, passing the limit was not always enough; inconclusive = no clear call, values can overlap the other calls;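 note: yeast W303a lacking pdr1 and pdr3 grown in galactose medium; growth measured after three days at 30 °C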
# Yp Topo-I inh: Y. pestis Topo-I inhibition via cleavage products; Y. pestis Topo-I cleavage product accumulation, plate reader; activity, % at 10 µM; actives 0.064% (n = 360,000); AID 504884; in the data active = activity above about 50%, passing the limit was not always enough; inconclusive = no clear call, values can overlap the other calls; note: inactives centre near 2
# BoNT-F LC inh: BoNT F light chain protease inhibition; actives 0.22% (n = 360,000); Multiplex microsphere protease cleavage assay, flow cytometry; inhibition, % at 10 µM; AID 588497; in the data active = inhibition above about 35%, passing the limit was not always enough; inconclusive = no clear call, values can overlap the other calls; note: plate controls were buffer without enzyme for full effect and enzyme alone for no effect
# Anthrax LF prot: blocks Bacillus anthracis lethal factor protease | P15917 | multiplex microsphere protease cleavage assay, LF | inhibition, % at 10 µM | actives 0.12% (n = 360,000) | AID 588501; note: plate controls were buffer without enzyme for full effect and enzyme alone for no effect
# CCHFV vOTU inh: blocks the CCHF virus ovarian tumor domain protease | inhibition, % at 11.5 µM | CCHFV vOTU protease, Pep-AMC fluorescence | AID 651958 | actives 0.55% (n = 370,000); in the data active = inhibition above about 30%; note: 0% = vehicle wells with enzyme and 100% = no enzyme wells
# FadD28 FP inh: inhibitors of Mycobacterium tuberculosis FadD28 bisubstrate binding; FadD28 bisubstrate probe binding, fluorescence polarization; inhibition, % at 12.5 µM; actives 0.22% (n = 360,000); in the data active = inhibition above about 8.5%, passing the limit was not always enough; inconclusive = no clear call, values can overlap the other calls
# BoNT A protease: BoNT A light chain protease inhibition. multiplex microsphere protease substrate cleavage, flow cytometry. inhibition, % at 10 µM. actives 0.17% (n = 360,000); note: plate controls were buffer without enzyme for full effect and enzyme alone for no effect
# TcdB inh: blocks C. difficile toxin B glycohydrolase activity; AID 652162; inhibition, % at 9.99 µM; TcdB glycohydrolase enzymatic assay, plate reader; P18177; actives 0.24% (n = 350,000); in the data active = inhibition above about 10%
# Target sequence (P18177 whole entry, looked up): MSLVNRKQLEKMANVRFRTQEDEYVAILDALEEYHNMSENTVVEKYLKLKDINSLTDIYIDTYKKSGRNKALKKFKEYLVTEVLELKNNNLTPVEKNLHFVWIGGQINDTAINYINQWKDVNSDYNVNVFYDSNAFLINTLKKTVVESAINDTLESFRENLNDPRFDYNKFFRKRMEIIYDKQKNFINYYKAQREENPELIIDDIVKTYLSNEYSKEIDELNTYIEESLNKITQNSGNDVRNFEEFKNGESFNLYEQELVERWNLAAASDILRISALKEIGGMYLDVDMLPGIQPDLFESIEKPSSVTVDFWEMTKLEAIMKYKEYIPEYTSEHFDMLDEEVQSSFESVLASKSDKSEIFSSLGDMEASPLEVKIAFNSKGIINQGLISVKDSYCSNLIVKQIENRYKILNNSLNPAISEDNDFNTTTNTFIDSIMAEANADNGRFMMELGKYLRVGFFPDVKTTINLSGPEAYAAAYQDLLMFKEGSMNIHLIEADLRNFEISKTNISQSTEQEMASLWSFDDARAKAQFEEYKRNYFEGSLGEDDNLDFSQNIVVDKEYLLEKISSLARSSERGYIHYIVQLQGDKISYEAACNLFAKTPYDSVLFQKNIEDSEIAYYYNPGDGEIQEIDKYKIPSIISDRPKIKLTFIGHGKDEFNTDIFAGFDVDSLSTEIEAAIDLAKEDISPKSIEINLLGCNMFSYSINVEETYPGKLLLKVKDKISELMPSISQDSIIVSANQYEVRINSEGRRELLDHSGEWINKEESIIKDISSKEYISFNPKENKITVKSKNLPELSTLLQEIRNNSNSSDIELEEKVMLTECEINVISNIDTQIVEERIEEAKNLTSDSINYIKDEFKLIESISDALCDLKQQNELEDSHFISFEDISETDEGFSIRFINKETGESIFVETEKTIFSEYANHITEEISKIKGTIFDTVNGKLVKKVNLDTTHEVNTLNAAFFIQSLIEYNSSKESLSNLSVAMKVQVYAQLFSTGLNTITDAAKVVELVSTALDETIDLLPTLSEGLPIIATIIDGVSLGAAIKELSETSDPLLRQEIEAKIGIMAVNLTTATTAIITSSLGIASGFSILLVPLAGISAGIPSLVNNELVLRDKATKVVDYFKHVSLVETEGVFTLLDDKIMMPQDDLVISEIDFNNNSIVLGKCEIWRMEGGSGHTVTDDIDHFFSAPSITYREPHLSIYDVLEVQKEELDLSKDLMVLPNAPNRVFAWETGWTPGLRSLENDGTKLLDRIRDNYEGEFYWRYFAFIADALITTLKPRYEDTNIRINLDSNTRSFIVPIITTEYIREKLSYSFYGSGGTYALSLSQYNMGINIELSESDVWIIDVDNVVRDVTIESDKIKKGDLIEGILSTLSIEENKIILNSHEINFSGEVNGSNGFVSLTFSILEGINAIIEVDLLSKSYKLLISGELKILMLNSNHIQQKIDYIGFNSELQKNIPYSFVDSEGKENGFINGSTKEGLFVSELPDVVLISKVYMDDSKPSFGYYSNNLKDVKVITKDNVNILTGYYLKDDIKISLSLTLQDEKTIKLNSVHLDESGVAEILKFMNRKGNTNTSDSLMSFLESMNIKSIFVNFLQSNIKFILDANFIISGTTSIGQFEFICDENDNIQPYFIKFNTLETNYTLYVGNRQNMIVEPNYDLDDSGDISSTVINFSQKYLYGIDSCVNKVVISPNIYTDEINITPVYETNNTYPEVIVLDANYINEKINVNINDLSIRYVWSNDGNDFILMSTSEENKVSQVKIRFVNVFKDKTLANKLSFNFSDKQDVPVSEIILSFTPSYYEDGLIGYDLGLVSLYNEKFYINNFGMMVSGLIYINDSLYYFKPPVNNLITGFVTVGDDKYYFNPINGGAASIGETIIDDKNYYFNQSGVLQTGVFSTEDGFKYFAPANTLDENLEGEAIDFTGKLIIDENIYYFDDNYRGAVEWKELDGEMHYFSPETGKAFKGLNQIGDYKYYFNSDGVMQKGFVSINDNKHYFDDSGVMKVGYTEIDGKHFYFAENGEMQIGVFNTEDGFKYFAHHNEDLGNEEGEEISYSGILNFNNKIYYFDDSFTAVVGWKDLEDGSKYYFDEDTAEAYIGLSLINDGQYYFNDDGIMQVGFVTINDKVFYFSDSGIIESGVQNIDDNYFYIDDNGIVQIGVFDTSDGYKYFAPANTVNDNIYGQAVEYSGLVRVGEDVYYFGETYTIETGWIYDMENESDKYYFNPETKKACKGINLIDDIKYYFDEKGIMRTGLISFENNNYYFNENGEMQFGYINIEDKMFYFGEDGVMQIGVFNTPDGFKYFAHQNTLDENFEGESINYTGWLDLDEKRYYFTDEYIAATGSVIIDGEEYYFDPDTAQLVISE
# An asterisk follows results filed as active; ? = inconclusive; / = no result given; & = joins results of further samples. Cut-off read from the data, not from the text of the source, unless noted: active = inhibition above about 30%; inconclusive = no clear call, values can overlap the other calls; inactive = below that.
no.	Molecule	PrPC surface inh	PfHsp40 yeast	Yp Topo-I inh	BoNT-F LC inh	Anthrax LF prot	CCHFV vOTU inh	FadD28 FP inh	BoNT A protease	TcdB inh
1	COCCn1cnc2c1c(=O)n(CC(=O)OCC(=O)NCCCc1ccccc1)c(=O)n2Cc1ccccc1	5	0.4	13	-1	-1	-2	-1.4	-0.5	-0.1
2	COc1ccc(/C(O)=C2/C(=O)C(=O)N(c3ncccn3)C2c2ccc(OC)c(OC)c2)cc1 (stereo not given)	-9	-0.2	1	-10	-3	6	-4.2	0.0	/
3	CCOC(=O)[C@H]1[C@H]2COc3cc(OC)ccc3[C@@H]2N2C(=O)N(c3cccc(F)c3)C(=O)[C@@]12C	2	0.5	17	-1	-5	3	-5.3	-0.3	0.4
4	Cc1cc(=O)n(C)c(=O)n1CCCCOc1ccc([N+](=O)[O-])cc1	-7	-0.9	11	2	4	-1	-0.8	-0.3	1.1
5	CC(Sc1ncn[nH]1)C(=O)NCc1ccccc1 (stereo not given)	-8	-1.7	2	4	-1	-5	-0.1	0.7	0.1
6	Cc1ccc(S(=O)(=O)c2nc(C(C)(C)C)oc2N2CCOCC2)cc1	1	0.0	5	-2	1	1	0.5	0.1	/
7	Cc1cccc(NC(=O)CN(C)S(=O)(=O)c2cccs2)c1	3	0.4	7	-12	-5	-10	1.2	-1.3	0.2
8	CCN(CC)CCNC(=O)c1cc2cc(Br)ccc2s1	-5	-2.4	0	-3	0	6	1.8	-0.3	-0.5
9	COc1ccc(NC(=O)CSc2nnnn2C2CCCCC2)c(OC)c1	13	-0.7	6	0	-7	18	1.4	-4.7	0.7
10	CC(C(=O)NCc1ccco1)n1nc(-c2ccccc2)c2cc(Cl)ccc21 (stereo not given)	1	2.4	1	-12	-10	5	-1.3	-2.1	0.1
11	NC(=S)N/N=C1\CC(n2nnn(-c3cccc(Cl)c3)c2=S)C2COC1O2 (stereo not given)	28*	0.5	0	-5	-3	-2	-6.1	-1.2	0.6
12	CCCCNC(=O)C1CC(c2cccc(F)c2)=NO1 (stereo not given)	-1	-0.4	1	0	-9	-6	-1.2	-0.8	0.9
13	O=C(NCc1cn2ccsc2n1)Nc1cccc(Cl)c1	1	-0.1	3	4	2	-4	-2.2	0.7	/
14	O=C(O)CCC(=O)N1CN2CN(C(=O)CCC(=O)O)CC([N+](=O)[O-])(C2)C1	2	0.4	1	2	-6	-1	-0.9	-2.1	1.0
15	Cc1ccc2[nH]c(O)c(N=O)c2c1	-8	-0.1	-3	2	-6	-3	-3.3	0.1	1.4
16	O=C(NCCCN1CCOCC1)Nc1ccc(Cc2ccc(NC(=O)NCCCN3CCOCC3)cc2)cc1	1	-1.3	-2	-1	1	12	1.4	-0.2	0.1
17	Cc1csc2ncnc(N3CCN(C(=S)Nc4ccc(C(F)(F)F)cc4)CC3)c12	14	-0.9	0	-5	-2	18	-15	-0.7	1.1
18	COc1ccc(CNC(=O)CN2CCC(NC(=O)c3cccc(OC)c3)CC2)cc1	-1	-1.4	7	-10	5	7	-0.2	0.7	0.6
19	COc1ccccc1N(CC(=O)Nc1ccccc1C(=O)N1CCCC1)S(C)(=O)=O	4	0.3	0	-22	6	-6	-3.7	-1.0	-8.6
20	Cc1ccc(CC2CC(=O)N(c3ccc(Cl)cn3)C2=O)cc1 (stereo not given)	-4	-0.8	15	0	-5	1	0.6	-0.4	/
21	Cc1ccc2c(c1)CC1(CN2C)C(=O)OC(C)(C)OC1=O	-22	0.9	5	-6	0	4	-3.0	-0.6	/
22	O=C(CSc1nc2ncccc2[nH]1)NC1CCCC1	6&-9	0.5	5	5	-3	-6&-4	-1.4	0.5	0.8
23	COCCNC(=O)c1ccccc1NC(=O)c1cccc([N+](=O)[O-])c1C	5	0.1	6	0	1	12	-0.9	0.0	0.3
24	S=c1[nH]nc(COc2ccccc2)n1/N=C/c1c(Cl)cccc1Cl	-7	-0.1	9	10	-10	-3	-2.5	-1.6	0.4
25	COc1ccc(-c2nnn(-c3cc(Cl)cc(Cl)c3)c2N)cc1	-5	2.2	5	?	13	11	-1.1	4.7	2.0
26	O=C(Nc1ccn(Cc2c(F)c(F)cc(F)c2F)n1)c1ccc(COc2ccc(Cl)cc2Cl)o1	2	0.6	25	-20	-7	-7	-0.1	-2.0	/
27	CCC(=O)Nc1ccc(C(=O)NNC(=O)CCCCC(=O)NNC(=O)c2ccc(NC(=O)CC)cc2)cc1	-1	/	-2	-2	-3	2	-1.0	0.3	-0.5
28	CC(=O)c1cccc(NS(=O)(=O)c2ccc(NC(=O)N3CCCCC3)cc2)c1	12	-0.2	-6	-9	-3	-3	-4.8	0.0	1.1
29	Cc1ccnc(NS(=O)(=O)c2ccc3ccccc3c2)n1	/	0.1	-6	?	-3	/	0.1	6.0	/
30	O=C(COc1ccc(Br)cc1Br)NN1C(=O)c2ccccc2C1=O	5	/	-14	?	-3	-5	-1.1	-0.6	-3.7
31	CCc1nc2ccc(C(=O)Nc3ccc(OC)c(OC)c3)cn2c1N(CC)Cc1ccc(OC)c(OC)c1	1	/	24	-4	-2	10	-1.6	-0.1	2.2
32	COC(=O)c1ccc(COC(=O)c2ccc(SC)cc2OC)cc1	-2	8.6	14	-3	-3	2	-4.0	0.2	1.0
33	CC(C)c1ccc(-n2c(O)c(C=NCCN3CCNCC3)c(=O)[nH]c2=S)cc1	0	-1.7	-2	19	8	-8	-0.9	-2.2	-1.4
34	CC12CC3(C)CC(C)(C1)CC(C(=O)NCCc1ccc(S(N)(=O)=O)cc1)(C2)C3	2	-0.9	14	5	-1	15	-3.9	0.0	0.2
35	CCOCCc1c(O)nc(SC)[nH]c1=O	-1	1.4	8	?	-4	-6	-1.5	-14	1.8
36	CCCCN1C(=O)C(CC(=O)NC2CCCCC2)CC(C(=O)N(C)C)=C1C (stereo not given)	-3	/	1	5	-4	8	-0.6	-0.2	0.5
37	Cc1ccccc1N1CCN(C2CCCN(C(=O)c3ocnc3C)C2)CC1 (stereo not given)	1	-0.4	8	-14	-3	6	0.1	-5.7	-4.0
38	Cc1cccc(NC(=O)c2cc(Cl)sc2Cl)c1C	-8	0.8	4	0	-1	-11	-2.3	-0.5	-0.6
39	CCCN(CC1CC1)C(=O)CCc1nnc(C(OC)c2ccccc2)o1 (stereo not given)	0	-0.4	-7	1	3	6	-2.7	0.0	-0.6
40	CCCc1cc2c(c(NC(C)=O)n1)c(=O)oc1ccccc12	2	0.7	8	/	/	-20	-1.7	/	/
41	Cc1cc(C(=O)COC(=O)c2cccc(S(=O)(=O)N(C)C)c2)c(C)n1CC1CCCO1 (stereo not given)	-1	-1.1	25	-1	0	6	-2.7	2.9	0.5
42	CCCCOc1ccccc1NC(=O)CC1Nc2ccccc2NC1=O (stereo not given)	-2	1.0	5	-6	-3	20	-1.1	0.5	/
43	CCNS(=O)(=O)c1ccc(NC(=O)Nc2ccccc2OC)cc1	11	-0.2	1	-6	-8	0	-3.3	-0.8	1.5
44	COC(=O)C1=C(c2ccc(OC)c(OC)c2)C[C@@H]2CC[C@H]1N2C(=O)NCc1cc(C)oc1C(F)(F)F	8	0.9	9	0	-9	6	-3.1	3.1	1.4
45	Cc1cc(C(=O)OC(C(=O)Nc2ccc(C)c(Cl)c2)c2ccccc2)c(C)o1 (stereo not given)	7	-0.8	2	-4	-5	0	-0.2	-1.2	/
46	COc1cc(/C=C2\SC(=Nc3ccccc3)N(Cc3ccco3)C2=O)ccc1OC(C)C(=O)O (stereo not given)	-8	2.3	2	-9	-1	1	-4.7	-0.7	-0.4
47	CCNC1CCS(=O)(=O)C1 (stereo not given)	-3	0.3	4	?	21	6	-1.6	?	1.5
48	CN1C(=S)SC2CS(=O)(=O)CC21C (stereo not given)	5	0.1	-5	/	/	12	-2.9	/	-0.9
49	Cc1ccc(-c2cccc([C@H]3[C@@H]4C=CC[C@@H](C)[C@@H]4C(=O)N3Cc3ccccc3)c2)cc1	0	-0.9	15	-3	-6	16	-1.8	0.2	1.4
50	O=C(CSc1n[nH]c(-c2ccncc2)n1)Nc1ccccc1Cl	5	0.4	-3	-2	0	-7	-4.0	-1.0	2.1
51	O=C(NCc1cc(Cl)cc(Cl)c1)c1ccc2nc(COCCO)[nH]c2c1	4	/	-13	-7	-2	-2	-3.0	-0.5	-1.0
52	O=C(COC(=O)c1cccnc1SC(F)F)NC1CC1	0	-0.2	8	-3	-2	-11	-2.2	-2.9	2.7
53	COc1ccccc1NC(=O)CSc1nnc(Cn2c(=O)sc3ccccc32)n1C	-1	-0.7	13	-6	-4	3	-1.7	0.1	1.2
54	CCOC(=O)CSC1=Nc2ccccc2C2=NC(CC(=O)NCc3ccccc3)C(=O)N12 (stereo not given)	5	0.4	4	8	0	-26	-2.6	0.5	/
55	COc1ccc(-c2nc3c(C)cc(Br)cn3c2Cc2cccc(F)c2)cc1OC	22	/	/	0	0	3	-11	0.3	1.5
56	O=c1c([N+](=O)[O-])c[nH]c2ccccc12	3	0.2	0	2	0	-7	-3.3	-0.4	0.1
57	COC(=O)CSc1nnc(CNS(=O)(=O)c2ccc(Br)cc2)n1C	0	0.6	0	-4	3	-10	-3.2	0.4	0.5
58	CCOc1ccc(C(=O)NC(C(=O)NCc2ccccc2OC)C(C)C)cc1 (stereo not given)	-1	0.2	-3	-2	-2	2	-1.6	0.2	0.1
59	O=C1CCN(Cc2ccccc2)CCN1[C@H](CO)c1ccccc1	5	-0.8	9	-2	10	-5	1.6	-0.1	/
60	Cc1cc(C)n(-c2ccc(C(=O)OCn3nnc4ccccc4c3=O)cc2)n1	-1	0.6	7	-12	1	1	0.2	-1.9	0.0

# 3 entries from above, in transposed form:
(58) CCOc1ccc(C(=O)NC(C(=O)NCc2ccccc2OC)C(C)C)cc1 (stereo not given)
(59) O=C1CCN(Cc2ccccc2)CCN1[C@H](CO)c1ccccc1
(60) Cc1cc(C)n(-c2ccc(C(=O)OCn3nnc4ccccc4c3=O)cc2)n1
compound no. | 58 | 59 | 60
PrPC surface inh | -1 | 5 | -1
PfHsp40 yeast | 0.2 | -0.8 | 0.6
Yp Topo-I inh | -3 | 9 | 7
BoNT-F LC inh | -2 | -2 | -12
Anthrax LF prot | -2 | 10 | 1
CCHFV vOTU inh | 2 | -5 | 1
FadD28 FP inh | -1.6 | 1.6 | 0.2
BoNT A protease | 0.2 | -0.1 | -1.9
TcdB inh | 0.1 | / | 0.0

# (next part)
no.	Molecule	PrPC surface inh	PfHsp40 yeast	Yp Topo-I inh	BoNT-F LC inh	Anthrax LF prot	CCHFV vOTU inh	FadD28 FP inh	BoNT A protease	TcdB inh
61	CC1=C(C(=O)N2CCOCC2)C(c2cc(C)ccc2C)NC(=S)N1 (stereo not given)	5	-1.8	5	-4	0	0	0.2	-0.5	-0.7
62	CCCCNC(=S)NNC(=O)c1cc(C2CC2)nc2ccccc12	1	6.3	10	5	-2	13	-2.7	0.8	1.6
63	Cc1cc(C)c(S(=O)(=O)N2CCCC(C(=O)NC3CCCC3)C2)c(C)c1 (stereo not given)	5	0.4	25	5	9	17	-2.8	1.5	1.3
64	CCCCC(CC)C(=O)N1CCN(C(=O)c2ccco2)CC1 (stereo not given)	-5	-0.7	8	-5	-3	2	-1.8	-0.1	0.0
65	COc1ccc(CNC(=O)N2CCN(c3ccccc3OC)CC2)cc1	3	-1.0	9	2	-2	2	0.3	-0.9	-1.2
66	Cc1nc(C(=O)Nc2ccccc2)sc1C(=O)Nc1ccccc1	5	4.3	-8	?	8	18	-1.4	-1.1	0.1
67	COCCCNC(=O)c1ccc([N+](=O)[O-])c(Cl)c1	-26	-0.3	4	-7	0	17	0.6	-0.2	/
68	Cc1nc(NCC2CCCO2)c2nnn(Cc3ccccc3)c2n1 (stereo not given)	0	0.0	11	2	-2	-13	1.4	?	-0.3
69	Cc1c(OCC(=O)NCCN2CCOCC2)ccc2c(-c3ccccc3)cc(=O)oc12	-2	0.6	14	3	-3	0	0.1	0.9	0.3
70	CC(C)CC(=O)Nc1ccc(C(=O)Cn2c(=O)oc3ccccc32)cc1	-5	-2.1	4	1	-1	1	-0.4	0.4	0.9

# Screening data: PubChem BioAssay, several laboratories
